Bioassay records from PubChem.
Mm-Cpn inhibitor: inhibitors of Methanococcus maripaludis chaperonin (MmCpn); purified Mm-Cpn ATPase, ADP Transcreener TR-FRET; Potency, µM (highest dose often 76.9 µM), for inactives: top-dose activity, negative = inhibition, actives largely listed as inhibitors; 330,000 compounds, 0.031% hits; further: potency means the concentration at half of the fitted maximal effect; on the % scale 0 is the no-effect control and ±100 the full control effect; nearly all actives have a fitted effect of over 80% in size
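Compound-treated chaperonin, 25 nM final, turns over 10 uM ATP at 37°C for 30 min following a 10 min preincubation; ADP generated competes with ADP-d2 for Eu-cryptate antibody, lowering FRET.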
EPAC2 antag: antagonists of human EPAC2; Q8WZA2; EPAC2 GEF exchange of Rap1B-BODIPY-GDP, fluorescence; Potency, µM (top dose mostly 114 µM), for the others: top-dose activity, negative = inhibition, hits mostly inhibitors; 360,000 compounds, 0.18% hits; AID 720708; further: potency means the concentration at half of the fitted maximal effect; on the % scale 0 is the no-effect control and ±100 the full control effect; nearly all actives have a fitted effect of over 45% in size; many of its hits are not listed in these tables
EPAC2 agonist: activates human EPAC2 exchange factor; Q8WZA2; 360,000 compounds, 0.079% hits; EPAC2 activation, biochemical qHTS; response scale: 100% = 6.5 mM cAMP response; Potency, µM (series often up to 154 µM), for inactives: at the highest dose activation, hits mostly activators; AID 720711; further: potency means the concentration at half of the fitted maximal effect; nearly all actives have a fitted effect of over 50% in size
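In this primary screen, activation is scored as increased exchange of BODIPY-GDP from Rap1B by 100 nM EPAC2, with 50 uM GDP as competitor. Signal is normalized to the 6.5 mM cAMP agonist control.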
DRD3 agonist: D3 dopamine receptor (human) agonism | P35462 | D3R DiscoveRx beta-arrestin cells, luminescence, 90 min | max activation, % | 410,000 compounds, 0.58% hits | AID 652048; in the data active means max activation above about 30%; further: 0% is about no effect; mostly tested at two doses, the higher about 12 µM
Target sequence (P35462 whole entry, looked up): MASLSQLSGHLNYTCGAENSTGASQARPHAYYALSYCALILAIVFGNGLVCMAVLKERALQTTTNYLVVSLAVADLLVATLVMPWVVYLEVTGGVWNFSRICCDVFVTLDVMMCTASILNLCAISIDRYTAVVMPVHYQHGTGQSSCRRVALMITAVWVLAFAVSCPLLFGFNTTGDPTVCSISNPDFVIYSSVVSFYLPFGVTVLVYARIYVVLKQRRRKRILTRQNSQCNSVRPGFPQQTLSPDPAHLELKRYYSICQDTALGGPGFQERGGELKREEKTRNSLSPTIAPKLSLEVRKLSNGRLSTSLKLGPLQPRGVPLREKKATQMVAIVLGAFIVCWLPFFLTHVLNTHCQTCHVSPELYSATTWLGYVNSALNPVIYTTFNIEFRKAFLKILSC
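Agonist-mode cell screen: cells plated at 1500/well and incubated overnight at 37 °C, then exposed to library compounds for 90 min at 37 °C. Detection reagent was added for 30–60 min at room temperature, and luminescence was read.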
CCT modulator: cytosolic chaperonin activity modulation; purified chaperonin ATPase assay, HTRF ADP detection, 30 min; activity change, % (concentration not given with the values), hits read low; 360,000 compounds, 0.3% hits; in the data active means activity change below about -30%; further: on the % scale 0 is the no-effect control and ±100 the full control effect
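TRiC at 40 or 20 nM final (batch-dependent) in 30 mM Tris pH 7.4, 100 mM KCl, 5 mM MgCl2, 1 mM DTT, with compound at single 76 uM and 10 uM ATP, 30 min at 37 deg C. ADP detected by HTRF Transcreener, 665/615 ratio.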
Akt phos inh: Akt phosphorylation inhibition | Neuro2A IGF-stimulated pAkt S473 HTRF, 20 min; hits give low values | activity change, % for hits at 50 µM | 360,000 compounds, 0.32% hits; in the data active means activity change below about -80%; inconclusive means mostly about -51% to -80%; further: on the % scale 0 is the no-effect control and ±100 the full control effect
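Single-point screen (50 µM final compound) in Neuro2A cells stimulated 20 min with 6 nM IGF at 37 deg C. After lysis, Ser473-phosphorylated Akt read by HTRF (ex 330 nm, em 615/665 nm) as the 665/615 ratio.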
D3 antag: D3 dopamine receptor (human) antagonism | D3R cells, DiscoveRx beta-arrestin luminescence, antagonist mode; hits give low values | max response, negative = inhibition, % | 360,000 compounds, 2.5% hits | AID 652054; in the data active means max response below about -50%; inconclusive means no clear call, values can overlap the other calls; further: on the % scale 0 is the no-effect control and ±100 the full control effect; mostly tested at two doses, the higher about 12 µM
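Cells plated overnight at 1500 cells/well, then exposed to library compounds with dopamine controls for 90 minutes at 37 degrees C. DiscoveRx reagent added for 30–60 minutes at room temperature; luminescence read, quantitative HTS format.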
PTHR1 agonist: PTHR1 (human) receptor agonism; AID 743266; HEK293 GP2 PTHR1 cells, GloSensor cAMP luminescence, 1 h; 410,000 compounds, 0.075% hits; Potency, µM (top dose mostly 115 µM), for the others: top-dose activation, usual class: activators; further: potency means the concentration at half of the fitted maximal effect; nearly all actives have a fitted effect of over 55% in size; some results filed as inactive show a strong effect at the top dose; inactives centre near -15; many of its hits are not listed in these tables
Target sequence (Q03431 whole entry, looked up): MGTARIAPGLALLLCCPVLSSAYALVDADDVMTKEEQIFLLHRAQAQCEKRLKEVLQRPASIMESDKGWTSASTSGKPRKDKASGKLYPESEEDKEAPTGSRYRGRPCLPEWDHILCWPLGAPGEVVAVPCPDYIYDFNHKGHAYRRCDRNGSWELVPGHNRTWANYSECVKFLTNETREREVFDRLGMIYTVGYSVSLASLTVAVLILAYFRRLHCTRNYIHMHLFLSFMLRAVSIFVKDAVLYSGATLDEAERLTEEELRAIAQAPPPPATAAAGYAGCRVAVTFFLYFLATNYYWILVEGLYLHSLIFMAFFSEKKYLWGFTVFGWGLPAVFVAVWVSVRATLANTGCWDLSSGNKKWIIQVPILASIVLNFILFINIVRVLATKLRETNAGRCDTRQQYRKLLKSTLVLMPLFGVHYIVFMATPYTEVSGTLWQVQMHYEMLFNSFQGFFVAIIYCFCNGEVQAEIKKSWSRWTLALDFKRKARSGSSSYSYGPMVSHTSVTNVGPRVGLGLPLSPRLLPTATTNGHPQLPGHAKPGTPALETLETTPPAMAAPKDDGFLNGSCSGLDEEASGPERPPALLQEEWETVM
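HEK-293-derived GP2 cells expressing PTHR1 and a GloSensor cAMP reporter, 3,000/well, plated overnight, given luciferin plus IBMX (each 0.5 mM as added) for 1 h at 37 °C, then compound for 1 h at 37 °C. Luminescence was read after 15 min at room temperature.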
* = called active by the depositor; i = inactive; ? = inconclusive; . = not tested or not shown; [ ] = dose if it differs, or a comment. Unless noted, the call rests on the fitted dose curve; in most records, active means well fitted curve in the direction sought with a large enough effect; inconclusive means small, poorly fitted or top-dose-only effect, or another doubt; inactive means no such curve, though single readings can be large; an effect the other way counts as inactive or inconclusive.

Values run as follows: Mm-Cpn inhibitor | EPAC2 antag | EPAC2 agonist | DRD3 agonist | CCT modulator | Akt phos inh | D3 antag | PTHR1 agonist
COc1ccc(NC(=O)[C@@H]2CCCN2C(=O)c2cccs2)cc1S(=O)(=O)N1CCCCC1
 : 1% | -4% | 8% | 0 | -1.5 | i | 3 | i
CCCNC(=O)C(Cc1ccccc1)NC(=O)c1ccccn1 (configuration not stated)
 : 1% | 0% | 0% | -7 | -1.9 | i | -56* | -24%
CCC(=O)Nc1ccc2nc(SCC(=O)N3CCOCC3)sc2c1
 : -27% | 4% | 20% | 2 | -0.5 | i | -11 | i
N#CC1=C2SCN(c3ccc(F)cc3)CN2C(=O)CC1c1cccc(F)c1 (configuration not stated)
 : 0% | 4% | 6% | -5 | -3.0 | i | -24 | -7%
O=C(CN1C(=O)CC(c2ccccc2)Sc2ccccc21)NCC1CCCO1 (configuration not stated)
 : 3% | 1% | 7% | 2 | 0.5 | i | 7 | -20%
COc1ccc(N2CCN(C(CNC(=O)C(=O)NCc3ccc4c(c3)OCO4)c3ccco3)CC2)cc1 (configuration not stated)
 : 0% | 6% | 6% | 5 | -1.4 | i | -2 | -86%[inhibitor]
Cc1ccccc1C(=O)N(Cc1cccs1)C1CCS(=O)(=O)C1 (configuration not stated)
 : 1% | -7% | 3% | 21 | -2.2 | i | 4 | -17%
COc1ccc(NC(=O)CSc2nnc(N)n2CC(=O)Nc2ccc(OC)cc2)cc1
 : -16% | 9% | -3% | -1 | -0.1 | i | -14 | -42%[inhibitor]
CCNC(=O)Cc1ccc(Br)cc1
 : 0% | 4% | 2% | -1 | -1.4 | i | 10 | i
CC(C)(C)CC(=O)N[C@@H](Cc1ccccc1)c1nc2ccccc2[nH]1
 : 4% | -3% | 3% | 2 | 2.1 | i | -10 | -7%
CCN(CC)CCCN1C(=O)c2oc3ccccc3c(=O)c2C1c1cccnc1 (configuration not stated)
 : 1% | -5% | 13% | -9 | -2.3 | i | ? | -22%[57.5 µM]
N#Cc1c(NC(=O)CCn2cnc3ccccc3c2=O)oc(-c2ccccc2)c1-c1ccccc1
 : 1% | -1% | -14% | -22 | -0.6 | i | -16 | i
CCCCN(C)c1c(C)nc2ccc(C(=O)NCCOc3ccc(OC)cc3)cn12
 : . | -21% | 15% | 14 | 0.7 | i | 1 | -18%
Cc1cccc(CS(=O)(=O)Cc2ccc(C(=O)NCCCN3CCCC3)o2)c1
 : 0% | 18% | 2% | -23 | -0.2 | i | -6 | i
Cc1cc(N2CCCc3ccccc32)n2ncnc2n1
 : 0% | ? | 6% | 2 | -0.6 | i | 2 | -24%
O=C(CN1CCc2ccccc2C1)Nc1ccc(F)cc1F
 : -7% | 1% | 1% | -6 | -2.3 | i | -7 | 4%
CCOP(=O)(OCC)C(NC(=O)Nc1ccccc1)c1ccccc1 (configuration not stated)
 : 1% | -3% | 1% | -15 | -1.0 | i | 0 | i
N=c1c(C(=O)NC2CCCC2)cc2c(=O)n3ccccc3nc2n1Cc1ccccc1
 : -8% | -5% | -8% | -6 | 2.4 | i | 14 | -15%
Cc1ccc(/C=C2/Sc3ccccc3N(CC(=O)NCC3CCCO3)C2=O)cc1 (configuration not stated)
 : -6% | -1% | 3% | 2 | 1.5 | i | 6 | -16%
Cc1nn(C)c(C)c1/C=C1/SC(=S)NC1=O
 : 0% | -1% | 1% | 6 | -3.4 | i | -24 | i
CC1(C(=O)NS(=O)(=O)Cc2ccccc2C(F)(F)F)CCN1C(=O)c1ccccc1 (configuration not stated)
 : . | 25% | -3% | -9 | -1.2 | i | 0 | 5%
Cc1cccc2cc(CN(Cc3ccc4c(c3)OCO4)Cc3nnnn3C3CCCC3)c(=O)[nH]c12
 : 1% | -3% | 14% | -8 | -1.0 | i | -6 | i
COc1ccc(N2CCN(S(=O)(=O)CCNC(=O)CCCc3ccccc3)CC2)cc1
 : -2% | -1% | 1% | 1 | -1.4 | i | 2 | -9%
COc1ccc(-c2nc(SCC(=O)Nc3c(F)cccc3F)n[nH]2)cc1
 : -26% | 0% | 6% | 1 | -2.7 | i | 8 | -17%
O=C(OCc1ccc(COC(=O)c2ccc(O)cc2)cc1)c1ccc(O)cc1
 : 3% | -6% | 19% | 0 | 1.5 | i | 14 | -15%
CCOc1cccc(CNCc2ccncc2)c1
 : 0% | 4% | 10% | -2 | 0.1 | i | 8 | -38%
CCN1CCN(S(=O)(=O)c2cccs2)CC1
 : 1% | 2% | 4% | -1 | -0.8 | i | 16 | -6%[57.5 µM]
CC(C)(C)c1ccc(OCC(=O)N2CCN(c3ccccn3)CC2)cc1
 : -4% | -11% | 7% | 5 | 1.6 | i | -14 | -78%[inhibitor]
COc1ccc(CNC(=O)CC[C@H]2O[C@@H](n3cnc4c(NC(=O)c5ccccc5)ncnc43)[C@H](O)[C@@H]2O)cc1
 : . | 21% | 10% | -4 | 0.8 | i | 0 | -21%
COc1ccc(COc2ccsc2C(=O)Nc2ccc(Cl)cc2)cc1
 : 0% | 6% | 5% | 4 | -11 | i | 37 | -8%[57.5 µM]
CC(=O)c1ccc(N2C(=O)[C@@H]3C(C(=O)CCN4C(=O)c5ccccc5C4=O)=NN[C@@H]3C2=O)cc1
 : 0% | 5% | 6% | 8 | 1.9 | i | 10 | i
C/C(=C1/SC(N2CCOCC2)=NC1=O)c1ccc(Cl)cc1
 : 0% | 16% | 1% | -18 | 1.6 | i | -11 | -14%[57.5 µM]
COc1ccc(S(=O)(=O)Nc2ccc(S(=O)(=O)Nc3cc(C)nc(C)n3)cc2)cc1OC
 : -3% | 18% | 11% | -1 | -2.3 | i | 2 | i
CC1=CC(=O)C=C(C)C1=NOc1ccccc1[N+](=O)[O-]
 : -1% | 4% | -2% | 1 | -0.6 | i | -1 | -17%
O=C(NCCC(=O)N1CCCCCCC1)c1ccc(Cl)cc1
 : 4% | 3% | -4% | -14 | -1.5 | i | 6 | -10%
CCOC(=O)C1=C(C)N(c2ccc(OCC)cc2)C(=O)/C1=C\c1ccco1
 : -2% | -28% | 3% | -10 | 1.9 | i | -10 | -24%
O=C(NC(=S)Nc1cccc(NC(=S)NC(=O)c2ccccc2)c1)c1ccccc1
 : . | -3% | 5% | -10 | -1.1 | i | -21 | -18%
CC(=O)c1c(C)[nH]c(C(=O)COC(=O)c2cc(C)oc2C)c1C
 : 3% | -2% | 6% | 11 | -3.0 | i | -9 | -61%[inhibitor]
CCOC(=O)C1=C(C)NC(SC(C)=O)=NC1c1ccc(OC(C)=O)c(OC)c1 (configuration not stated)
 : . | -15% | 7% | -4 | -3.3 | i | 10 | i
Cc1ccn2c(NC3CCCC3)c(-c3ccsc3)nc2c1
 : 2% | -13% | -1% | 13 | 1.7 | i | 6 | i
CSCCC(NC(=O)c1ccccc1Cl)C(=O)N(C)CC(=O)Nc1ccc(N2CCOCC2)cc1 (configuration not stated)
 : -5% | 3% | -6% | 3 | -0.8 | i | -2 | i
O=C(NC(=S)Nc1ccc(O)cc1)C1CCCC1
 : 2% | -10% | 6% | -8 | -2.1 | i | -1 | i
CC(C)c1ccc(NC(=S)NN2CCOCC2)cc1
 : 0% | 3% | 4% | -7 | -0.1 | i | -16 | -24%
CCOC(=O)c1cc2c(C)n(-c3ccc(OCC)cc3)c(C)c2ccc1=O
 : -3% | -9% | 3% | 2 | -1.5 | i | 16 | -34%[inhibitor]
COc1ccc(-c2c(-c3ccc(OCC(=O)NN)cc3O)n[nH]c2C)cc1
 : -2% | -13% | 4% | -6 | -3.1 | i | -13 | i
CC(=O)N1CCN(C(=O)COc2ccc(Br)cc2)CC1
 : 1% | ? | 1% | -5 | -3.1 | i | 18 | i
CC(=O)Nc1ccc(S(=O)(=O)N2CCN(CC(O)COc3ccc4ccccc4c3)CC2)cc1 (configuration not stated)
 : -1% | 11% | 12% | -10 | 1.1 | i | 8 | -35%[inhibitor]
COc1ccc(CCNCC(O)COc2cccc(Br)c2)cc1 (configuration not stated)
 : 6% | 9% | 5% | -7 | 1.5 | i | -9 | 5%
CC(C)(C)n1cnnc1Sc1ncccc1[N+](=O)[O-]
 : 0% | 2% | 0% | 2 | 1.0 | i | 4 | -23%
Cc1ccccc1NC(=O)C(=O)NCCc1c[nH]c2ccccc12
 : -1% | 5% | 6% | 3 | -1.2 | i | 3 | -4%
Cc1ccc2nc(SCC(=O)N(CC(C)C)c3c(N)n(Cc4ccccc4)c(=O)[nH]c3=O)[nH]c2c1
 : 0% | 53%[activator] | 3% | 13 | -0.2 | i | 0 | i
N#C/C(=C/c1cccc(O)c1)C(=O)NCc1ccc(Cl)cc1
 : 1% | -4% | 16% | -4 | -0.5 | i | -22 | -8%
CCOC(=O)c1cnn(-c2nc3c(C)cccc3s2)c1C(F)(F)F
 : -1% | -34% | ? | 0 | -0.2 | . | -10 | -11%[57.5 µM]
COc1ccccc1C(=O)Nn1c(C)nc2ccccc2c1=O
 : -4% | -1% | 18% | -9 | 1.6 | i | -10 | -15%
C#CCCOC(=O)N1C2=NC(C(=O)OC)=C(C(=O)OC)[C@@H]3N(C)c4ccccc4[C@]23C[C@H]1CO
 : . | -11% | 0% | -4 | 1.0 | i | 0 | -18%
Cc1cc(NC(=O)CSc2nc3c(c(=O)n2-c2ccccc2)SC(C)C3)no1 (configuration not stated)
 : -2% | 9% | 3% | 10 | -0.3 | i | 10 | i
CC(NC(=O)Nc1ccc(F)cc1F)c1ccc2c(c1)OCO2 (configuration not stated)
 : -4% | -3% | -12% | -1 | 1.8 | i | 11 | -6%

Part of the list above, set out differently:
compound,Mm-Cpn inhibitor,EPAC2 antag,EPAC2 agonist,DRD3 agonist,CCT modulator,Akt phos inh,D3 antag,PTHR1 agonist
Cc1ccccc1NC(=O)C(=O)NCCc1c[nH]c2ccccc12,-1%,5%,6%,3,-1.2,i,3,-4%
Cc1ccc2nc(SCC(=O)N(CC(C)C)c3c(N)n(Cc4ccccc4)c(=O)[nH]c3=O)[nH]c2c1,0%,53%[activator],3%,13,-0.2,i,0,i

An excerpt. The share of hits here may be higher or lower than overall.
